High-throughput results: PubChem BioAssay, several laboratories
DAX1 inh-1 = blocks DAX1 repression of SF-1 activated StAR promoter. HEK293T StAR-luciferase reporter, SF-1/DAX-1 repression relief. inhibition, % at 6.8 µM. hit rate 1.1% among 370,000. AID 652010;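 active means inhibition above the mean over all tested compounds plus 3 SD, cut at about 3.6% in these data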;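 further: 0% = DAX-1 cells with DMSO and 100% = cells lacking DAX-1 with DMSO; higher inhibition means more luminescence from relief of DAX-1 repression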
PLCb3 inh = blocks human PLC-beta3 enzyme activity. Q01970. Purified PLC-beta3, fluorogenic substrate, fluorescence. inhibition, % at 12.2 µM. hit rate 0.18% among 370,000; in the data active means inhibition above about 11%;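 further: 0% = median of compound wells on plate and 100% = full blocker control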
SMARCA2 activ = SMARCA2 function activation, primary screen; MG213 cells, MMTV-luciferase reporter, dexamethasone, overnight; hit rate 1% among 370,000; activation, % at 9.1 µM; AID 652017; in the data active means activation above about 7.8%;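 further: 0% = vehicle wells and 100% = reference activator wells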
ssDAF-12 act = activates DAF-12 receptor from parasite S. stercoralis; activation, % at 6.8 µM; hit rate 1% among 370,000; AID 652126; HEK293 ssDAF-12/GRIP1 lit1-tk-luc reporter, luminescence; % of 3 µM dafachronic acid response;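 active means activation above the mean over all tested compounds plus 3 SD, cut at about 0.9% in these data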;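 further: 0% = DMSO-only wells and 100% = 3 µM delta7-dafachronic acid wells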
DAX1 inh-2 = inhibitors of human orphan nuclear receptor DAX1 (NR0B1) | P51843 | HEK293 Gal4-DAX1 luciferase reporter, luminescence | inhibition, % at 6.75 µM | hit rate 0.99% among 340,000 | AID 504766;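 active means inhibition above the mean over all tested compounds plus 3 SD, cut at about 4.2% in these data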;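 further: 0% = DAX1-transfected cells with DMSO and 100% = empty-vector control cells with DMSO; inhibition shows as a rise in luminescence from relieved DAX1 repression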
Target sequence (P51843 207-470 limits assumed): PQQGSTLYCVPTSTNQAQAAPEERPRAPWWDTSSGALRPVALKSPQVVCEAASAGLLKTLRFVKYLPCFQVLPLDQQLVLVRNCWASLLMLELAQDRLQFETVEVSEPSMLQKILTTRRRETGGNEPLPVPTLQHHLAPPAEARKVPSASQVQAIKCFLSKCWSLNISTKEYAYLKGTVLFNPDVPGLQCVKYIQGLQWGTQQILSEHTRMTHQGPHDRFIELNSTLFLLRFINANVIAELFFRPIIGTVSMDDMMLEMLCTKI
HGIII-sPLA2 inh = Inhibits HGIII-sPLA2 liposome hydrolysis, primary screen. Q9NZ20. QFRET BODIPY PC-A2 liposome hydrolysis, fluorescence. inhibition, % at 12.2 µM. hit rate 0.56% among 370,000. AID 743126;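 active means inhibition above mean plus 3 SD of compounds lying within the high and low control bounds, cut at about 19% in these data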;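 further: 0% = median of test compound wells and 100% = no enzyme DMSO wells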
FXN GAA850 act = activators of GAA850 frataxin (FXN) promoter; HEK293 lucGAA850 FXN promoter luciferase reporter, 24 h; percent of 10 µM SAHA response; hit rate 0.56% among 360,000; activation, % at 6 µM;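 active means activation above the average of all compounds screened plus 3 SD, cutoff fixed separately per campaign, cut at about 7.5% in these data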;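 further: 0% = DMSO wells and 100% = 10 µM SAHA wells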
hcDAF12 agonist = activates DAF-12 receptor from parasite H. contortus. HEK293 hcDAF-12 lit1-tk-luc reporter, luminescence; 0% DMSO, 100% Δ7-dafachronic acid. hit rate 1.4% among 370,000. AID 652067. activation, % at 6.8 µM;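 active means activation above the mean of all tested compounds plus 3 SD, cut at about 5.5% in these data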;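 further: 100% = response to 3 µM Δ7-dafachronic acid high control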
hgDAF-12 ag = agonists of H. glycines DAF-12 nuclear receptor. HEK293 GAL4-hgDAF12 UAS-luciferase reporter, agonist luminescence; normalized to butyrate control. activation, % at 6.8 µM. hit rate 1.8% among 370,000. AID 687014;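 active means activation above a cutoff set at the mean of all screened compounds plus 3 SD, cut at about 10% in these data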;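 further: 0% = DMSO wells and 100% = sodium butyrate wells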
NR1D1 modulator = Rev-erb alpha (human) modulation. hit rate 0.79% among 370,000. activity, % at 10 µM. Rev-erbα–FITC-DNA binding, fluorescence polarization, 90 min;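 active means activity above about 14%, limit read from the data; passing the limit was not always enough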;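 further: 0% = DMSO wells with 35 nM protein and 100% = DMSO wells with 750 nM protein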
Target sequence (P20393 whole entry, looked up): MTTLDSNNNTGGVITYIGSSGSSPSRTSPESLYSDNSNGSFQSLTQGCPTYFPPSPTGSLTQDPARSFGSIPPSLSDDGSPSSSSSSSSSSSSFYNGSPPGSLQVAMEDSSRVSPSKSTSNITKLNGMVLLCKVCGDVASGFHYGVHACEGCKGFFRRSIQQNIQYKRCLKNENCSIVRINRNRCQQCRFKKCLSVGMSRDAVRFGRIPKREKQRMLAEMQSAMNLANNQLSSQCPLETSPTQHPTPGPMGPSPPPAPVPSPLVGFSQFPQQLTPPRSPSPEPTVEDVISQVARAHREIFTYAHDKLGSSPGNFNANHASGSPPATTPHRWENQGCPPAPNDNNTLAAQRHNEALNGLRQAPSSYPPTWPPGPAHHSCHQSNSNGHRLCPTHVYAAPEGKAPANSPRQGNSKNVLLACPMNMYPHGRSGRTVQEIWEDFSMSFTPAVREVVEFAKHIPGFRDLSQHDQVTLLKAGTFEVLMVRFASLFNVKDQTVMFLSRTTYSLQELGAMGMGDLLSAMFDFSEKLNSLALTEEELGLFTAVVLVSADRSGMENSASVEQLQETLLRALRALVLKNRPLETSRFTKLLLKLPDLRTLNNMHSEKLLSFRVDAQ
PG9 binder = PG9 antibody binding by small molecule; TR-FRET gp120-PG9 antibody binding; inhibition, % at 6.7 µM; hit rate 0.43% among 360,000; in the data active means inhibition above about 8.5%
The depositor's hits bear a star; i = inactive; nt = no result given. Not a hit list; overall some 7% were active at least once.

SMILES | DAX1 inh-1 | PLCb3 inh | SMARCA2 activ | ssDAF-12 act | DAX1 inh-2 | HGIII-sPLA2 inh | FXN GAA850 act | hcDAF12 agonist | hgDAF-12 ag | NR1D1 modulator | PG9 binder
COc1ccc(Cc2nnc(SCC(=O)N(C)CC(=O)Nc3ccc(C)cc3)o2)cc1 | -1.7 | 0.0 | -3.0 | -0.4 | 0.1 | -3.9 | -0.1 | -0.9 | -2.8 | -6.9 | 1.2
O=C(NCc1cccnc1)c1cccc(-c2cc3ccccc3oc2=O)c1 | -0.1 | -55.3 | 2.6 | -2.0 | -0.5 | -1.5 | 1.0 | -2.0 | -0.3 | 1.2 | -1.6
Cc1[nH]c(=O)c(C#N)cc1-c1ccncc1 | -0.7 | 0.4 | -4.5 | -0.7 | -1.4 | -6.1 | 4.2 | -0.3 | 1.3 | -3.3 | -0.7
Cc1ccn2c(CNCCn3cccn3)c(C(=O)N3CCCCCC3)nc2c1 | -0.3 | -5.4 | 1.1 | -1.2 | 1.9 | 3.3 | -0.3 | 0.4 | -0.8 | -2.0 | 0.2
Cc1ccc(-c2nn(-c3ccc(F)cc3)cc2C(=O)N2CCN(C3CCS(=O)(=O)C3)CC2)cc1 (centres undefined) | 1.4 | -5.3 | 9.5* | -0.7 | 1.0 | 2.6 | 1.1 | 0.3 | 1.5 | -0.1 | -1.4
Cn1c(=O)c([N+](=O)[O-])c(Cl)c2ccccc21 | -0.3 | -2.6 | -11.8 | 0.2 | 1.4 | -4.9 | 3.1 | 2.2 | -2.9 | -3.0 | 1.0
CC(=O)n1cc(Nc2ccccc2C(=O)O)c2ccccc21 | 0.8 | -261.7 | 1.3 | 0.9* | -0.1 | -0.1 | 1.4 | 2.4 | 1.5 | 0.5 | -1.6
CC(C)(C)NC(=O)C(=O)NNC(=O)c1ccco1 | 0.8 | -1.8 | -4.3 | -1.1 | 1.7 | 4.6 | -3.3 | 0.3 | 0.7 | 1.1 | -0.5
COc1ccc(NC(=S)N(Cc2ccc(C(=O)O)cc2)Cc2ccc(OC)c(OC)c2)cc1 | 0.7 | -1.3 | 0.8 | -1.5 | -0.7 | 4.4 | 1.4 | -0.1 | 0.5 | -0.1 | 0.5
O=C(N/N=C/c1cccs1)c1ccccn1 | 3.4 | -3.2 | 10.3* | 0.0 | 1.9 | -2.0 | 5.0 | 4.8 | 11.5* | -0.3 | -1.0
COc1ccc(C)cc1NC(=O)Nc1cccc(C(=O)O)c1 | 0.1 | -4.0 | 5.1 | -1.1 | -0.1 | 8.6 | 0.2 | -1.1 | 2.4 | 1.1 | 0.8
CC(=O)N1CCc2c(sc(NC(=O)Cc3ccc(F)cc3)c2C#N)C1 | -3.2 | -6.9 | -3.7 | -1.0 | 0.2 | 7.4 | 0.8 | -0.5 | 1.7 | -6.4 | -1.2
CC(C)(C)NC(=O)CSc1nc(O)cc(=O)n1-c1ccccc1F | 0.3 | -10.2 | -3.5 | -0.9 | 0.6 | -1.9 | 2.2 | -1.0 | -2.9 | -0.2 | 1.4
CCOc1cc(/C=C2\C(=O)N(c3cccc(C(F)(F)F)c3)C(=O)c3ccccc32)ccc1O | -1.6 | -7.5 | -0.6 | -1.5 | -0.6 | -15.6 | 0.7 | -2.2 | 1.9 | -3.0 | -0.8
O=C(C1CCCC1)N1CCN=C1SCc1cccc([N+](=O)[O-])c1 | 0.7 | -3.5 | -2.5 | -1.2 | 0.5 | -2.8 | 3.1 | -0.7 | 0.6 | 0.4 | 0.7
O=C(CCNC(=O)c1ccco1)NCCc1ccc(Cl)cc1 | 0.2 | -2.4 | 1.2 | -0.2 | 0.2 | 0.6 | 1.8 | -0.1 | -0.2 | -0.6 | -1.3
CN1C(=O)/C(=C/c2cn(CC(=O)NCc3ccco3)c3ccccc23)NC1=S | -0.2 | -12.5 | -1.2 | -0.4 | nt | -2.0 | nt | 4.1 | -1.2 | -3.0 | -6.6
COc1cc(OC)cc(C(=O)N[C@H](C(=O)Nc2nc3ccc(S(C)(=O)=O)cc3s2)C(C)C)c1 | -0.2 | 2.9 | -0.7 | -1.4 | 1.2 | -7.3 | 0.7 | -1.6 | -0.5 | 8.6 | -3.3
O=C(NC1CCCCC1)N(Cc1nc2ccccc2c(=O)[nH]1)C1CCCC1 | 0.0 | -1.5 | -6.8 | -0.7 | -1.0 | 2.6 | -0.2 | -1.5 | -1.8 | -1.6 | -1.0
COc1ccc(C2=[N+]([O-])C(C)(C)N(O)C2C)cc1 (centres undefined) | -0.7 | 1.3 | -0.7 | -0.7 | -0.5 | 7.7 | 1.1 | -2.0 | -0.1 | 6.1 | -0.9
Cc1csc(NC(=O)COCC(=O)O)c1-c1nc2ccccc2s1 | -0.8 | i | -0.9 | -0.2 | nt | -29.3 | 2.7 | -0.7 | -1.5 | -3.5 | 1.6
Cc1nc(Cl)cc(N/N=C/c2ccc(O)cc2)n1 | 0.3 | -4.0 | -4.2 | -1.8 | -1.6 | 8.7 | 4.7 | -0.4 | -1.4 | 2.4 | -2.5
Cc1ccccc1CSc1nnc(CCCCCNC(=O)OC(C)(C)C)o1 | -0.1 | -10.6 | -3.1 | -0.2 | nt | -6.0 | 0.8 | -1.3 | -1.1 | -6.7 | 2.0
C=CCC[C@@H](Cc1ccc(F)cc1)C(=O)OC[C@@H](NC(=O)[C@H](CC=C)CC(=O)NCCO)C(C)(C)C | -0.2 | -0.8 | 0.0 | -1.4 | -1.4 | -8.1 | 4.3 | -0.6 | 2.6 | -3.9 | 0.3
COc1ccc(/C=C/c2nc3ccccc3n2Cc2ccc(OC)c(OC)c2)cc1 | 5.9* | -193.8 | 4.8 | 0.9* | -0.3 | -9.9 | 2.9 | 7.7* | 26.8* | 1.2 | -2.6
Cc1ccc(CNC(=O)CN(C)S(=O)(=O)c2cccc3nsnc23)cc1 | 0.4 | 6.2 | 1.8 | -0.9 | -0.3 | 9.9 | 2.2 | -0.9 | 0.6 | 8.3 | -1.4
O=C(CSc1nnnn1C1CCCCC1)Nc1ccccc1N1CCOCC1 | -0.1 | 2.6 | -2.1 | -1.6 | 4.2 | -9.0 | -0.1 | 2.5 | 0.4 | 4.7 | -1.8
O=C(CC12CC3CC(CC(C3)C1)C2)N1CCCC1 | 0.1 | 2.6 | 7.4 | -1.6 | -1.9 | -3.5 | -3.6 | 0.6 | 2.3 | 3.0 | -2.5
Cc1ccc(CNc2ncnc3ccc(-c4ccoc4C)cc23)o1 | -2.2 | -247.7 | -3.7 | -1.5 | nt | -4.1 | -5.2 | 0.6 | 2.6 | -3.4 | -1.2
Cc1c(N=C2C=C(Br)C(=O)C(Br)=C2)c(=O)n(-c2ccccc2)n1C | -0.1 | -53.3 | -3.3 | -1.6 | 2.8 | -12.4 | 2.8 | -0.6 | -3.8 | -8.8 | -11.3
Nn1c(SCc2cccc3ccccc23)nnc1-c1n[nH]c2c1CCC2 | -1.2 | -0.5 | 0.6 | -1.5 | nt | -2.5 | nt | -4.0 | -3.3 | 2.4 | nt
Cc1ccc(O)c(C(=O)c2coc(=N)c(C(=O)NC(C)C)c2)c1 | 0.2 | -10.3 | -3.3 | -1.6 | -0.5 | -7.0 | -2.9 | -1.2 | -0.7 | 5.8 | 0.2
Cc1ccc(S(=O)(=O)NNC(=S)NCCc2ccccc2)cc1 | 0.0 | -3.2 | -1.9 | -1.1 | -0.5 | 12.1 | 0.8 | 1.4 | -0.5 | 5.3 | 0.4
COC(=O)c1cnc2c(C(F)(F)F)cccc2c1OC | -0.6 | -1.3 | 0.2 | -1.1 | 1.1 | -3.4 | 2.2 | -1.9 | 0.6 | -5.7 | 0.1
COc1cc(Br)c(CN2C(=O)NC3(CCCCCC3)C2=O)cc1OC | -0.2 | 2.9 | -1.4 | -0.9 | -1.6 | 5.1 | -2.1 | 2.6 | -2.5 | -6.0 | -1.4
COC(=O)C1CCN(C(=O)C2CCC(=O)N(CCCc3ccccc3)C2)CC1 (centres undefined) | -0.4 | -4.6 | -3.4 | -1.6 | 1.0 | -0.9 | -0.1 | -2.0 | 0.3 | 2.6 | -0.2
CC(=NNc1ccc2ccccc2n1)c1ccccc1O | 5.9* | -9.4 | 4.0 | 0.5 | -3.7 | -0.5 | -3.3 | 5.0 | 8.8 | 1.7 | -1.9
O=C(CN(Cc1ccccc1Cl)S(=O)(=O)c1ccc(Cl)cc1)N/N=C/c1ccc(C(=O)O)cc1 | 1.1 | -8.6 | 0.7 | -1.1 | -0.7 | -23.2 | 2.6 | -1.1 | 0.2 | -1.8 | -0.7
Cc1ccc(-n2ncc3c(SCc4ccccn4)ncnc32)c(C)c1 | -3.1 | -7.1 | -0.7 | -2.2 | -2.3 | -5.3 | -7.2 | -1.1 | -1.5 | 5.1 | 2.5
C=CCCC(=O)Nc1nc(C)c(-c2csc(Nc3cccc(OC)c3)n2)s1 | -0.4 | -22.8 | 0.8 | -0.9 | -0.9 | 2.1 | -0.1 | 3.0 | 2.5 | 12.5 | -1.3
CC(C)(C)C(=O)Nc1ccc(C(=O)COC(=O)C2=COCCO2)cc1 | 0.7 | 1.8 | -1.9 | -1.3 | -0.7 | 8.1 | 1.3 | -0.1 | -2.7 | -4.9 | 1.6
Cc1cc(Cl)c(S(=O)(=O)Nc2ccc3c(c2)OCO3)cc1OCC(=O)NC1CCCCC1 | -0.6 | 3.0 | -4.9 | -1.5 | 0.4 | -16.1 | -0.4 | -0.2 | 0.6 | -5.7 | -0.9
CC1CCCCC1NC(=O)COC(=O)/C=C/c1ccco1 (centres undefined) | 1.0 | -0.4 | 2.2 | -0.8 | 0.6 | 2.1 | 0.3 | -1.1 | 1.6 | -8.4 | -0.5
O=C1CCCC2=C1Sc1ccccc1N2 | -0.2 | -60.2 | -5.2 | -1.1 | nt | 12.5 | 2.9 | 7.8* | -0.6 | 5.0 | -29.4
CCOP(=O)(OCC)C(Nc1ccccc1)c1ccc2c(c1)OCO2 (centres undefined) | -0.6 | 3.2 | -2.2 | -1.9 | 1.0 | -2.7 | -0.1 | -1.0 | 6.2 | -7.0 | -0.6
CCOC(=O)c1ccc(CNC(=O)CCC(=O)O)cc1 | -0.6 | -2.4 | -2.5 | -1.4 | 0.8 | 9.8 | -1.0 | -0.6 | 1.6 | -2.8 | -0.4
COC(=O)COc1ccc2c(c1C)O/C(=C\c1ccco1)C2=O | -0.2 | -114.5 | 2.4 | -1.4 | -0.7 | -5.5 | -1.1 | 0.9 | -0.8 | -0.4 | -2.9
CC1(C)CC(=O)C=C(NNC(=O)OC(C)(C)C)C1 | 0.3 | 0.0 | -3.9 | -1.2 | -0.5 | 6.1 | 4.1 | 1.5 | -0.1 | -3.5 | -2.3
